From PubChem
TNAP Pi inh: inhibitors of human tissue-nonspecific alkaline phosphatase | P05186 | 21,000 tested, under 10 active | purified TNAP, pNPP, malachite green phosphate absorbance | inhibition, % at 20 µM
Target sequence (P05186 whole entry, looked up): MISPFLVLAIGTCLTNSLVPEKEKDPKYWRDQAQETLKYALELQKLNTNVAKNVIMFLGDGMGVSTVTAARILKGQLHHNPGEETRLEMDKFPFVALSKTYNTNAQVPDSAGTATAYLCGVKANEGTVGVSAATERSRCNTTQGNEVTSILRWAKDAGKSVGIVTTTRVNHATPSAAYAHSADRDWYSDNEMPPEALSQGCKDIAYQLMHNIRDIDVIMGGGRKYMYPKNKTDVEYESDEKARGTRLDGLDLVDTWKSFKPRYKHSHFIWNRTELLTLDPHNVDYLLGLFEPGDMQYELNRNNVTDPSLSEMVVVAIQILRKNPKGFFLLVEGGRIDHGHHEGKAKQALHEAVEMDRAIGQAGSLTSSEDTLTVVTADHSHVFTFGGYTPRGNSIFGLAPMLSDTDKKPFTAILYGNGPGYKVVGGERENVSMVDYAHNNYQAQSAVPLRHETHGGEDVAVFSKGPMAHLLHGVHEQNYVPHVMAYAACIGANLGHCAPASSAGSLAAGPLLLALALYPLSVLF
TNAP inh pNP: blocks human TNAP p-nitrophenol release; P05186; purified TNAP, pNPP hydrolysis, absorbance 405 nm; inhibition, % at 20 µM; 21,000 tested, under 10 active; AID 615;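 further: 0% = DMSO only wells and 100% = 1 mM levamisole wells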
* = called active by the depositor.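 How the source made its calls: active means inhibition above 50% at the 20 µM single-dose screen; inactive means the rest.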

Order of results – TNAP Pi inh, TNAP inh pNP
> CC(C)(C)C1CCC2(CC1)C(C#N)=C(SCC(=O)NC1CCCCC1)NC(=O)C2C#N (centres undefined)
    11, 4
> CN1CCN(C(=O)CCn2nc(-c3ccccc3)c3ccccc3c2=O)CC1
    0, 0
> O=c1c2ccccc2[nH]c(=S)n1CCN1CCC(=C(c2ccc(F)cc2)c2ccc(F)cc2)CC1
    10, 7
> O=C(COC(=O)CCc1ccc(S(=O)(=O)N2CCOCC2)cc1)Nc1ccc(Cl)cn1
    -18, 5
> CCn1cc(C(=O)NCc2ccco2)c(=O)c2cc(F)c(N3CCN(C(=O)c4ccco4)CC3)cc21
    4, -1
> CCOc1ccc(C2/C(=C(/O)c3ccc(OC)cc3)C(=O)C(=O)N2c2cc(C)on2)cc1OC (centres undefined)
    7, 3
> Clc1ccc(OCc2nnc(SCc3nc4ccccc4[nH]3)n2Cc2ccco2)cc1
    11, 7
> CC(=O)c1cccc(NC(=O)CN2C(=O)COc3ccc(Cl)cc32)c1
    -16, 2
> O=C(CSc1nnnn1C1CCCCC1)Nc1ccc2c(c1)OCO2
    10, 1
> COCc1cc(C)n(CC(=O)Nc2ccccc2OC)c(=O)c1C#N
    12, -2
> O=C(Cc1coc2ccc3ccccc3c12)N1CCN(c2ncccn2)CC1
    8, 1
> Cc1nc2nc(COc3ccccc3)[nH]n2c(=O)c1Cl
    6, 3
> Cc1cc(=O)oc(C)c1C(=O)Nc1ccc2nsnc2c1
    6, 5
> COc1ccc(C(c2nnnn2CC2CCCO2)N2CCN(c3ccccc3)CC2)cc1 (centres undefined)
    4, 2
> CCOCCc1nnc(NC(=O)CN2C(=O)c3ccccc3C2=O)s1
    6, -3
> O=S(=O)(NCC1CCCO1)c1ccc(Br)s1 (centres undefined)
    13, 4
> CCC(=O)c1ccc(OCC(=O)O)cc1
    -3, -1
> COc1cc(NC(=O)C2CCCO2)c(OC)cc1NC(=O)c1ccccc1 (centres undefined)
    9, 6
> O=C(NCCN1CCOCC1)c1ccccc1Oc1ccccc1
    11, 5
> COc1ccc(N2CCCn3c2nc2c3c(=O)n(CCN3CCOCC3)c(=O)n2C)cc1
    7, 3

Sorted by the number under TNAP Pi inh (largest number first): 3 from the list above.
Compound	TNAP Pi inh	TNAP inh pNP
Clc1ccc(OCc2nnc(SCc3nc4ccccc4[nH]3)n2Cc2ccco2)cc1	11	7
CCOc1ccc(C2/C(=C(/O)c3ccc(OC)cc3)C(=O)C(=O)N2c2cc(C)on2)cc1OC (centres undefined)	7	3
CC(=O)c1cccc(NC(=O)CN2C(=O)COc3ccc(Cl)cc32)c1	-16	2

Next part
Order of results – TNAP Pi inh, TNAP inh pNP
> CCN1C(=O)c2cccc3c(NC(=O)C4CCCCC4)ccc1c23
    0, 0
> CCCC(=O)Nc1nnc(-c2cccc(OCC)c2)s1
    0, 5
> Cc1cccc2cc3c(NC(=O)c4ccccn4)nn(C)c3nc12
    -14, 5
> COC(=O)c1cc(-c2cccc(OC)c2)n[nH]1
    10, 5
> c1ccc(-c2cc3c(-n4cccc4)ncnc3o2)cc1
    5, 3
> C[C@]12CC[C@@H]3c4ccc(O)cc4C(=O)C[C@H]3[C@@H]1CC[C@@H]2O
    -4, -8
> Cn1c(SCC(=O)N2CCOCC2)nnc1-c1cccc(NC(=O)c2ccccc2)c1
    8, -2
> CC(NC(=O)c1cccs1)c1ccc2c(c1)OCO2 (centres undefined)
    0, -3
> Cc1cc(-c2ccc(F)cc2)nc2cc(C(N)=O)nn12
    0, 0
> Cc1ccc2[nH]c(=O)c(CN(CCc3ccccc3)C(c3nnnn3Cc3ccco3)C(C)C)cc2c1 (centres undefined)
    13, 0

Compound profiles, as listed above:
Cn1c(SCC(=O)N2CCOCC2)nnc1-c1cccc(NC(=O)c2ccccc2)c1 reads TNAP Pi inh: 8; TNAP inh pNP: -2
Cc1ccc2[nH]c(=O)c(CN(CCc3ccccc3)C(c3nnnn3Cc3ccco3)C(C)C)cc2c1 (centres undefined) reads TNAP Pi inh: 13; TNAP inh pNP: 0
CCN1C(=O)c2cccc3c(NC(=O)C4CCCCC4)ccc1c23 reads TNAP Pi inh: 0; TNAP inh pNP: 0

The list continues:
Order of results – TNAP Pi inh, TNAP inh pNP
> Cc1ncc([N+](=O)[O-])n1CCO
    8, 5
> CCOc1cc(C(=O)NC)cc(OCC)c1OCC
    0, 0
> CCN(C(=O)c1cc2cc(OC)ccc2oc1=O)c1ccccc1
    6, 0
> COc1ccc(S(=O)(=O)Nc2ccccc2C(=O)NC(C)C)cc1OC
    7, 0
> CC12CN3CC(C)(CN(C1)C3c1ccc(Br)cc1O)C2 (centres undefined)
    4, -1
> Cc1ccc(S(=O)(=O)Cn2nnnc2C(c2ccc(F)cc2)N2CCCCC2)cc1 (centres undefined)
    13, 2
> CCS(=O)(=O)Nc1c(C(=O)O)[nH]c2ccccc12
    -7, 1
> COC(=O)C1=C(N)Oc2cc(C)[nH]c(=O)c2C1c1ccncc1 (centres undefined)
    0, 0
> COc1ccccc1Nc1ncnc2c1cnn2-c1cccc(C)c1
    7, 2
> C=CCn1c(SCC(=O)NCc2ccco2)nc2sc3c(c2c1=O)CCCCC3
    0, 0
> CCCCOC(=O)N1CCOCCOCCN(C(=O)OCCCC)CCOCCOCC1
    8, 4
> c1ccc(-c2cnnc(SCc3cn4cccnc4n3)n2)cc1
    8, 2
> CCN(CC)c1ccc(/C=N/n2c(C)cc(C)cc2=O)cc1
    -6, 0
> CNS(=O)(=O)c1cccc2nsnc12
    5, 4
> CCCCOC(=O)C(C)c1c(C)[nH]c(=S)[nH]c1=O (centres undefined)
    7, 4
> COc1ccc(OC)c(NC(=O)C2CC(C)=C(C)CC2C(=O)O)c1 (centres undefined)
    0, 0
> CC1CCc2cc(F)ccc2N1C(=O)c1ccc2c(c1)OCO2 (centres undefined)
    -11, 3
> Cc1[nH]c2ccc(-c3n[nH]c(=S)n3C)cc2c1C
    -11, 2
> NS(=O)(=O)c1ccc(NC(=O)CSc2ccccn2)cc1
    -18, -4
> CCOC(=O)N1CCN(C(=O)C2CCN(S(=O)(=O)c3cc(Cl)ccc3Cl)CC2)CC1
    15, 5
> CCCCOc1ccccc1P(=O)(O)CP(=O)(c1ccccc1)c1ccccc1
    -3, -1
> COc1cccc(OC)c1C(=O)Nc1ccc(N2CCN(S(C)(=O)=O)CC2)cc1
    11, 7
> Cc1nnc2sc(-c3ccco3)nn12
    10, 1
> O=C(NCc1ccco1)c1ccc(COCC(F)(F)C(F)F)cc1
    1, -2
> CC(=O)Nc1cccc(NC(=O)C2CCCN2C(=O)Nc2cccc(F)c2)c1 (centres undefined)
    6, -3
> O=C(OCC(O)C(O)COC(=O)c1ccccc1)c1ccccc1 (centres undefined)
    8, 5
> O=C(NCc1ccco1)C(C(=O)c1ccc(F)cc1)n1ccccc1=O (centres undefined)
    9, 4
> O=C1C2C3C=CC(C3)C2C(=O)N1c1ccncc1 (centres undefined)
    10, 8
> CCN(CC)C(=O)CSc1nnc(CCN)o1
    6, -1
> COc1cc(C2NC(=O)NC(C)=C2C(=O)OC(C)(C)C)ccc1OCC(N)=O (centres undefined)
    8, 5
> COCCCNCCOc1cc(C(C)C)ccc1C
    9, 0
> Cc1ccc(S(=O)(=O)/N=C(\CN2CCCCC2)N2CCOCC2)cc1
    8, 4
> Clc1c(CSc2nc3ccccc3o2)nc2ccccn12
    -10, 0
> O=c1c2ccccc2oc2ncccc12
    1, -2
> Cc1nn(CC(=O)Nc2ccccc2)c(=O)c2ccccc12
    0, 0
> Cc1cc(C)n(-c2nc(SCC(=O)N3CCCC3)c3c4c(sc3n2)CCCC4)n1
    11, 5
> C=CCc1c(C)c(C#N)c2nc3ccccc3n2c1N1CCN(C)CC1
    7, 1
> CCC(C)COC(=O)C(C#N)c1nc2ccccc2nc1N1CCCCC1 (centres undefined)
    15, 8
> O=C(c1ccc(Cn2cc(Br)cn2)o1)n1cccn1
    12, 3
> CCOC(=O)c1sc(NCCNc2nc(C)c(C(=O)OCC)s2)nc1C
    5, 3
> Cc1cc(NCCCn2ccnc2)n2nc(-c3ccc(F)cc3)cc2n1
    0, 0
> CCCn1nnc(NC(=O)c2ccc(-c3ccccc3)cc2)n1
    -7, 6
> Cc1sc2nc(CN3CCOCC3)nc(Oc3ccc(NC(=O)c4ccco4)cc3)c2c1C
    0, 0
> CCOc1ccc(-n2c(SCc3ccc(C#N)cc3)nnc2-c2cccnc2)cc1
    15, 7
> COc1ccc2c(c1)C(=O)CC(c1ccccc1F)O2 (centres undefined)
    9, 4
> CC(=O)OCc1cc(=O)n(C)c(=O)n1C
    9, 2
> CCCCCCC(=O)N(O)C1CC(=O)N(Cc2ccccc2)C1=O (centres undefined)
    9, 7
> c1csc(-c2nn[nH]n2)c1
    1, -8
> CCc1cc2cc3c(cc2nc1SCC(=O)N1CCN(C(=O)c2ccco2)CC1)OCO3
    3, 5
> c1ccc(C(c2ccccc2)N2CCN(Cc3nnnn3C3CCCC3)CC2)cc1
    12, 0

Carrying on.
Order of results – TNAP Pi inh, TNAP inh pNP
> Cc1cc(N2CCCC2)n2nc(C)c(-c3ccccc3)c2n1
    8, 1
> Cc1cc2oc3c(c(=O)c2cc1C)C(c1cccc(Br)c1)N(Cc1ccco1)C3=O (centres undefined)
    -2, -10
> CN1CCN(C2CCCCCC2)CC1
    10, 2
> O=c1c(=O)n(O)c2ccccc2n1O
    8, 3
> CN1C(=O)C(O)(CC(=O)c2cccnc2)c2ccccc21 (centres undefined)
    -25, -7
> O=S(=O)(NC1CC1)c1ccc(S(=O)(=O)N2CCN3CCCC3C2)cc1 (centres undefined)
    9, -3
> CC1=C(C(=O)OCC2CCCO2)C(c2ccccc2OC(C)C)C2=C(CC(c3ccco3)CC2=O)N1 (centres undefined)
    -15, 3
> Cc1ccc(N2CC(C(=O)OCC(=O)C(C)(C)C)CC2=O)cc1C (centres undefined)
    9, 5
> CC(C)NS(=O)(=O)c1ccc(OCC(=O)Nc2ccccc2F)cc1
    5, 0
> COc1ccccc1NC(=O)N1CCCC1C(=O)Nc1ccc(NC(C)=O)cc1 (centres undefined)
    5, 0

The listing continues.
SMILES | TNAP Pi inh | TNAP inh pNP
NC(=O)c1nn(-c2ccccc2)nc1N | 2 | -4
Cc1ccc(C(=O)OCC(=O)NCc2ccc3c(c2)OCO3)s1 | 17 | 4
c1ccc(CNc2nc3ccccc3n2CCN2CCOCC2)nc1 | 17 | 8
Cc1ccc2cc(CN(C(=O)c3ccco3)c3ccccc3C)c(=O)[nH]c2c1 | -17 | 1
CC(=O)Nc1ccc2c(c1)nc(CCN1CCN(C)CC1)n2C | 9 | 7
CCOC(=O)c1sc(NC(=S)n2cc(C)cn2)c(C(=O)OCC)c1C | 0 | 0
NC(=O)CC1NC(=O)c2ccccc21 (centres undefined) | 7 | 0
O=C(Nc1ccc2nc[nH]c2c1)c1ccco1 | 6 | 2
O=C(NC1CC2CCCC(C1)N2Cc1cccs1)N1CCOCC1 (centres undefined) | 4 | 1
O=C(Nc1cccc2cccnc12)c1cccc(N2C(=O)CCC2=O)c1 | 4 | 4
c1nc(COc2nsnc2N2CCOCC2)cs1 | 6 | 2
CCOC(=O)Cc1c(C)nc(-c2ccccc2)[nH]c1=O | 11 | 3
Cc1cc(C(F)(F)F)nn1CCCNC(=O)c1cnccn1 | 0 | 0
N=c1c2c(-c3ccccc3)c(-c3ccccc3)oc2ncn1CCN1CCOCC1 | 15 | 6
c1ccc(CN2CCN(c3ncnc4c3[nH]c3ccccc34)CC2)cc1 | 6 | 1
O=C(Cc1ccccc1F)Nc1nc(-c2cccs2)cs1 | 6 | 3

Next part; the last 3 above are carried over.
SMILES | TNAP Pi inh | TNAP inh pNP
N=c1c2c(-c3ccccc3)c(-c3ccccc3)oc2ncn1CCN1CCOCC1 | 15 | 6
c1ccc(CN2CCN(c3ncnc4c3[nH]c3ccccc34)CC2)cc1 | 6 | 1
O=C(Cc1ccccc1F)Nc1nc(-c2cccs2)cs1 | 6 | 3
CCOC(=O)c1sc(NC(=O)CN2CCCC2)c(C(=O)OCC)c1C | 4 | -1
COc1cc(C(=O)CSc2nnc(-c3ccc(O)cc3)n2CC2CCCO2)ccc1NC(C)=O (centres undefined) | 0 | -2
O=c1[nH]c2c(cc1CNCCN1CCOCC1)c(-c1cccc(F)c1)nn2-c1ccccc1 | 8 | 4
COC(=O)[C@H](CCSC)NC(=O)N1CCN(c2cccc(C(F)(F)F)c2)CC1 | 14 | 8
COc1ccc(N(C(=O)CNC(=O)c2ccco2)C(C(=O)NC2CCCCC2)c2ccco2)cc1 (centres undefined) | 7 | 2
Cc1ccc(-n2nnnc2SCC(=O)Nc2ccc3c(c2)COC3=O)cc1C | 0 | -3
COc1ccccc1OC(=O)C1CC(=O)N(c2ccc(Cl)cc2)C1 (centres undefined) | 0 | 0
CCn1c(SCC(=O)Nc2cccc(OC)c2)nnc1-c1ccc(Cl)cc1 | 6 | 2
O=C(COc1ccc(S(=O)(=O)NCc2ccccc2)cc1)NCC1CCCO1 (centres undefined) | 7 | 1
O=C(Cc1ccc(Cl)cc1)Nc1ccc(N2CCN(C(=O)c3ccco3)CC2)c(Cl)c1 | 15 | 6
CCOC(=O)c1ccc2c(c1)nc(SCC(=O)c1ccco1)n2CC | 1 | 5
CCOC(=O)CSc1nc2cc(C)ccc2cc1C#N | 18 | 2
COc1ccc(NCc2ccc3c(c2)OCO3)cc1Cl | 0 | 6
CNC(=O)c1[nH]cnc1C(=O)Nc1cccc(OC)c1 | 5 | -3
Cc1ccc(Cn2ncc3c(N4CCN(c5ccc(C)cc5)CC4)ncnc32)cc1 | 11 | 7
CCCCC(=O)Nc1ccc(N2CCN(C(=O)CC)CC2)cc1 | -19 | 3
Cn1nnnc1SCC(=O)N1c2ccccc2Sc2ccccc21 | 14 | 5
O=C(O)CCC(=O)OCC1CCCO1 (centres undefined) | 17 | 5
COc1ccc(C)cc1-n1nnnc1SCC1CCCCO1 (centres undefined) | 20 | 6
COc1ccc(CCCc2nnc(SCC(=O)Nc3nc(C)cs3)n2C)cc1 | 11 | 4
COc1ccc(S(=O)(=O)N2Cc3ccccc3CC2C(=O)Nc2nccs2)cc1OC (centres undefined) | 4 | -1
CCCn1c(-c2ccc(OC)cc2)nc2nc3ccccc3nc21 | 0 | -44

The list is partial, so the mix of outcomes need not match the whole.
